From PubChem
APP 5UTR inh: inhibitors of APP translation via 5'UTR reporter, primary screen, APP 5'UTR luciferase, SH-SY5Y cells | SH-SY5Y APP 5'UTR-luciferase reporter, luminescence | 190,000 compounds, 0.82% hits | inhibition, % at 2 µM;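 active means inhibition above a set limit, derived from the sample mean plus 3 SD, cut at about 45% in these data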; further: values of inactives mirror those of a sister screen read the other way
FLuc inh counter: firefly luciferase enzyme inhibitors, primary screen, artefact control for luciferase-based inhibitor screens, biochemical, luminescence, ATPLite | Luciferin 4-monooxygenase (Photinus pyralis), P08659 | 10 min | inhibition, % at 10 µM | 200,000 compounds, 1.5% hits | AID 1006, 2008;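 active means inhibition above about 50% when tested at 10 µM, limit read from the data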
Target sequence (P08659 whole entry, looked up): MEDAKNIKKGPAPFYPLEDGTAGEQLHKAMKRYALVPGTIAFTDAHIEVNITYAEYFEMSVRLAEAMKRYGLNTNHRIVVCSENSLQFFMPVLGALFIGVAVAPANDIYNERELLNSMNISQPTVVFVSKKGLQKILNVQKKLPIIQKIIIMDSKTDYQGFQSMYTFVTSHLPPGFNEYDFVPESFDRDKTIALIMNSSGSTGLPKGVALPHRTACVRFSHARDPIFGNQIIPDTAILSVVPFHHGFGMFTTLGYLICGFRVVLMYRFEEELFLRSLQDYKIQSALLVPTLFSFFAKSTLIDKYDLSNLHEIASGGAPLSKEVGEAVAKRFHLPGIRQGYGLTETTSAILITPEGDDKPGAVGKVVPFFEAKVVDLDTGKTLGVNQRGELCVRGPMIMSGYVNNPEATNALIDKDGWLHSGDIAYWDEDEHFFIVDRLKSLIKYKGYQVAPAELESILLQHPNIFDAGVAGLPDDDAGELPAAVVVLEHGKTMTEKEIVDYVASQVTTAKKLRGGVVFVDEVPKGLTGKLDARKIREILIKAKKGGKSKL
STAT1 inh: STAT1 signaling inhibitors, primary screen, cell-based, HTS, luciferase reporter; NIH 3T3 STAT1-luciferase reporter, IFN-gamma, luminescence; inhibition, % at 5.5 µM; 200,000 compounds, 0.35% hits;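 active means inhibition above a set limit, the mean inhibition across all tested compounds plus 3 SD, cut at about 34% in these data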;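 further: 0% = IFN-gamma with DMSO and 100% = IFN-gamma with 300 µM nifuroxazide; values of inactives mirror those of a sister screen read the other way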
STAT3 act: IL-6 driven STAT3 reporter potentiators, primary screen, U3A cells, luciferase, luminescence, MLSCN library. activation (% of control), % at 5.6 µM. 190,000 compounds, 0.91% hits. IL-6 STAT3-luciferase reporter; 100% = signal with IL-6 EC80 alone;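 active means activation above the screen-wide mean of compound activation plus 3 SD, cut at about 130% in these data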;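 further: 0% = background luminescence of wells with medium and substrate only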
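Material: human U3A cells carrying STAT3-luciferase construct. Measured by: reporter luminescence signal. Timing: compound 1 h, then IL-6 6 h at 37 °C.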
APP 5'UTR act: activators of APP 5'UTR luciferase reporter, primary screen, SH-SY5Y cells | SH-SY5Y APP 5'UTR luciferase reporter, luminescence; zero percent = DMSO vehicle wells | 190,000 compounds, 1% hits | activation, % at 2 µM | AID 1276, 2008;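 active means activation above a set limit, based on mean plus 3 SD of controls, cut at about 140% in these data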; further: values of inactives mirror those of a sister screen read the other way
Hsp70 activator: Hsp70 transcriptional activators, primary screen, cell-based, HeLa, Hsp70 promoter luciferase, luminescence, 10 µM; HeLa Hsp70 promoter luciferase reporter; scaled: vehicle 0, proteasome-inhibitor control 100%; activation, % at 10 µM; 200,000 compounds, 0.04% hits; AID 1203, 2008;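 active means activation above the mean across all tested compounds plus 3 SD, cutoff set per campaign, cut at about 5.5% in these data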;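 further: 100% = MG132 at 30 µM as the positive control and 0% = DMSO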
RAM network inh: inhibitors of the yeast RAM network, primary screen, dse1pr::URA3 reporter, 5-FOA selection. S. cerevisiae dse1pr::URA3 reporter, 5-FOA growth OD615, 2 d; analog-sensitive cbk1-as2 kinase mutant strain. inhibition, % at 50 µM. 190,000 compounds, 1.8% hits. AID 868, 2007;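 active means inhibition above a set limit, 3 SD over mean compound inhibition, cut at about 8.4% in these data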;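 further: 0% = DMSO-only wells with no growth and 100% = 10 µM 1-NA-PP1 full growth; inhibition rescues growth on 5-FOA so higher OD means more RAM inhibition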
NF-kB neuron act: activators of NF-kB expression in neurons, primary screen, cell-based, HTS | human neuronal cells, NF-kB reporter expression; stronger effect = higher value | AID 1239, 2008 | 190,000 compounds, 1.6% hits | fold change at 12.5 µM; in the data active means fold change above about 3.3
STAT3 blocker: IL-6 driven STAT3 reporter inhibitors, primary screen, U3A cells, luciferase, luminescence, MLSCN library. IL-6 STAT3-luciferase reporter; host cell line lacks STAT1. inhibition, % at 5.5 µM. 190,000 compounds, 0.89% hits;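 active means inhibition above the mean inhibition across all screened compounds plus 3 SD, cut at about 44% in these data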;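 further: 0% = DMSO only wells and 100% = 100 µM nifuroxazide control wells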
STAT1 activator: STAT1 signaling activators, primary screen, cell-based, HTS, luciferase reporter; NIH 3T3 STAT1-luciferase reporter, IFN-gamma, luminescence; 100% = IFN-gamma alone, no compound; 200,000 compounds, 2.6% hits; activation (% of control), % at 5.5 µM;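 active means activation above the screen-wide mean activation plus 3 SD, cut at about 130% in these data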;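 further: raw ratio to IFN-gamma control signal so 100% means no change and 0% no light; values of inactives mirror those of a sister screen read the other way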
The depositor's hits bear a star; . = not tested or not shown.

SMILES | APP 5UTR inh | FLuc inh counter | STAT1 inh | STAT3 act | APP 5'UTR act | Hsp70 activator | RAM network inh | NF-kB neuron act | STAT3 blocker | STAT1 activator
CCOc1ccc(NC(=S)Nc2cccc3cnccc23)cc1 | -5 | -6 | 12 | 86 | 5 | 0.2 | 0.3 | 1.1 | 18 | 89
CCCCCCn1cc(C(=O)O)c(=O)c2ccccc21 | 6 | -2 | -7 | 104 | -6 | 0.2 | 3.6 | 1 | -4 | 106
CCc1ccc2c(CN3CCN(S(=O)(=O)c4cccs4)CC3)cc(=O)oc2c1 | -11 | -19 | 4 | 80 | 11 | -0.1 | 4.4 | 0.7 | 24 | 96
Cc1ccc(C(=O)NC2(C(F)(F)F)NC(=O)N(c3ccc(Cl)cc3)C2=O)cc1 (configuration not stated) | 12 | -7 | 11 | 100 | -12 | -0.1 | -0.1 | 1 | 3 | 91
COc1ccc([N+](=O)[O-])cc1NC(=O)c1ccc(CN(c2ccc(C)c(C)c2)S(C)(=O)=O)cc1 | -12 | -8 | 3 | 95 | 12 | -0.4 | 9.7* | 0.82 | 4 | 97
Cc1ccc(-n2cc(C(C)(C)C)[nH]c2=S)cc1 | -11 | 1 | -9 | 106 | 11 | -0.2 | 0.7 | 1.2 | 3 | 108
Cc1ccc(OCC2Cn3c(nc4c3c(=O)n(C)c(=O)n4C)O2)cc1 (configuration not stated) | 10 | -7 | 2 | 99 | -10 | -0.2 | 3.1 | 0.81 | 5 | 98
CCn1c(CNC(=O)c2ccco2)nnc1SCC(=O)Nc1cc(C(F)(F)F)ccc1Cl | 6 | -5 | 4 | 109 | -6 | -0.3 | 0.9 | 0.89 | -6 | 96
Cc1nc(NCCCN2CCOCC2)c2oc3ccccc3c2n1 | 1 | -8 | 0 | 92 | -1 | -0.2 | -0.3 | 1 | 14 | 100
COc1ccc(OC)c(/C(C)=N/Nc2ccc(C(=O)O)cc2)c1 | -87 | -1 | -2 | 104 | 87 | -0.1 | 4.2 | 1.1 | 2 | 99
NNc1nnc(-c2ccccc2)c(-c2ccccc2)n1 | -8 | -7 | 1 | 96 | 8 | -0.5 | 0.1 | 0.71 | 10 | 99
O=C(Nc1ccncc1)Nc1ccc(F)cc1F | 20 | 7 | 13 | 86 | -20 | 0.1 | 0.4 | 0.93 | 19 | 84
CCC(Sc1ncccc1C(=O)OC(C)C)C(=O)NCc1ccco1 (configuration not stated) | 11 | -1 | 10 | 102 | -11 | -0.4 | 1.0 | 1.2 | -1 | 91
COCCNC(=O)C(c1ccccc1C)N(C(=O)Cn1nnc2ccccc21)c1cccnc1 (configuration not stated) | -9 | -6 | 4 | 99 | 9 | 0.1 | 0.0 | 1.1 | 4 | 96
CC(C)c1ccc(NC(=O)C(c2ccc3c(c2)OCO3)N2CCCCC2)cc1 (configuration not stated) | -11 | -5 | 2 | 103 | 11 | -0.5 | 0.0 | 1 | 1 | 98
CCC(C)NC(=O)CSc1nc2cc3c(cc2c(=O)n1Cc1ccco1)OCO3 (configuration not stated) | 7 | 0 | -3 | 99 | -7 | 0.3 | 1.1 | 1.1 | 8 | 102
O=C(CN1CCC(n2nnc3cc(F)ccc32)CC1)NCCc1nc2ccccc2[nH]1 | 0 | -8 | 2 | 101 | 0 | -0.2 | 2.2 | 1.1 | 3 | 99
O=[N+]([O-])c1c(NCc2ccccc2)cc(N2CCc3ccccc3C2)c2nonc12 | -21 | -3 | -8 | 100 | 21 | 0.0 | 7.3 | 1 | -2 | 107
Cc1cnc(NC2=NCCC2)s1 | -19 | -5 | -13 | 111 | 19 | 0.1 | 1.1 | 1 | -10 | 110
Cc1ccc(NC(=O)Cc2c(C(=O)O)n(C)c3ccccc23)cc1F | -24 | -10 | 9 | 99 | 24 | 0.3 | 3.4 | 1 | 12 | 91

Single records, as listed above. Values in the order: APP 5UTR inh	FLuc inh counter	STAT1 inh	STAT3 act	APP 5'UTR act	Hsp70 activator	RAM network inh	NF-kB neuron act	STAT3 blocker	STAT1 activator
`Cc1cnc(NC2=NCCC2)s1` across the screens: -19	-5	-13	111	19	0.1	1.1	1	-10	110
`CCC(Sc1ncccc1C(=O)OC(C)C)C(=O)NCc1ccco1` (configuration not stated) across the screens: 11	-1	10	102	-11	-0.4	1.0	1.2	-1	91
`O=[N+]([O-])c1c(NCc2ccccc2)cc(N2CCc3ccccc3C2)c2nonc12` across the screens: -21	-3	-8	100	21	0.0	7.3	1	-2	107
`Cc1ccc(NC(=O)Cc2c(C(=O)O)n(C)c3ccccc23)cc1F` across the screens: -24	-10	9	99	24	0.3	3.4	1	12	91
`CCC(C)NC(=O)CSc1nc2cc3c(cc2c(=O)n1Cc1ccco1)OCO3` (configuration not stated) across the screens: 7	0	-3	99	-7	0.3	1.1	1.1	8	102

More records
SMILES | APP 5UTR inh | FLuc inh counter | STAT1 inh | STAT3 act | APP 5'UTR act | Hsp70 activator | RAM network inh | NF-kB neuron act | STAT3 blocker | STAT1 activator
CNC(=O)NC(=S)NC(=O)c1cccc(Cl)c1 | -19 | -8 | 0 | 90 | 19 | -0.4 | 0.5 | 1.2 | 16 | 100
CCN(CC)C(=O)c1ccc(N)cc1 | -4 | -4 | 7 | 105 | 4 | -0.2 | 0.9 | 1.1 | 0 | 95
CCOc1cc(C(=O)N/N=C/c2ccsc2)cc(OCC)c1OCC | -17 | -8 | 8 | 100 | 17 | 0.1 | 0.4 | 0.98 | 0 | 93
CCC1CCCCN1C(=O)CSc1nnc(-c2cccs2)o1 (configuration not stated) | -101 | 17 | -27 | 114 | 101 | 0.2 | 1.5 | 1.8 | -15 | 125
CCCCCCCC1CC(/C(C)=N/NC(N)=O)OC1=O (configuration not stated) | -6 | -8 | 1 | 84 | 5 | 0.3 | 0.3 | 1.3 | 25 | 99
CC(C)CCNC(=O)C(C)N(C(=O)Cn1nnc(-c2ccc(F)cc2)n1)C1CCCC1 (configuration not stated) | 0 | -7 | 3 | 108 | 0 | -0.1 | 1.4 | 0.9 | -9 | 97
COc1ccc(C(=O)NC(=S)Nc2ccc(Cc3ccncc3)cc2)cc1 | 1 | -7 | 15 | 95 | -1 | -0.2 | 0.0 | 1.4 | 10 | 85
CC(C)=CCN1CCN(Cc2ccc(C)s2)CC1CCO (configuration not stated) | 3 | -6 | -6 | 101 | -3 | 0.0 | -1.4 | 1.1 | 2 | 104
CCOC(=O)C1CCN(S(=O)(=O)c2ccc(OC)c(Cl)c2Cl)CC1 | -2 | -5 | -6 | 100 | 2 | -0.4 | 0.8 | 1 | 0 | 105
Cc1ccc(S(=O)(=O)Nn2c(C)ccc2C)cc1 | -9 | 0 | 0 | 96 | 9 | 0.0 | 0.7 | 1.2 | 6 | 98

4 of the compounds above, as tab-separated lines.
structure	APP 5UTR inh	FLuc inh counter	STAT1 inh	STAT3 act	APP 5'UTR act	Hsp70 activator	RAM network inh	NF-kB neuron act	STAT3 blocker	STAT1 activator
CCCCCCCC1CC(/C(C)=N/NC(N)=O)OC1=O (configuration not stated)	-6	-8	1	84	5	0.3	0.3	1.3	25	99
CCn1c(CNC(=O)c2ccco2)nnc1SCC(=O)Nc1cc(C(F)(F)F)ccc1Cl	6	-5	4	109	-6	-0.3	0.9	0.89	-6	96
CC(C)CCNC(=O)C(C)N(C(=O)Cn1nnc(-c2ccc(F)cc2)n1)C1CCCC1 (configuration not stated)	0	-7	3	108	0	-0.1	1.4	0.9	-9	97
NNc1nnc(-c2ccccc2)c(-c2ccccc2)n1	-8	-7	1	96	8	-0.5	0.1	0.71	10	99

Carrying on:
SMILES | APP 5UTR inh | FLuc inh counter | STAT1 inh | STAT3 act | APP 5'UTR act | Hsp70 activator | RAM network inh | NF-kB neuron act | STAT3 blocker | STAT1 activator
O=C(CCCC(=O)NCc1ccc(F)cc1)NCc1ccc(F)cc1 | -7 | -5 | 5 | 100 | 7 | 0.0 | 2.2 | 1.2 | 6 | 95
CCSc1ccccc1C(=O)NCc1ccc(S(N)(=O)=O)cc1 | -2 | -5 | 14 | 99 | 2 | 0.1 | 1.6 | 0.91 | 4 | 87
COc1ccc(C2C(C#N)=C(/N=C/N3CCN(C)CC3)OC3=C2C(=O)CC(C)(C)C3)cc1 (configuration not stated) | -2 | -8 | 3 | 103 | 2 | -0.5 | -0.6 | 1.1 | 0 | 97
O=C1CC(c2cccc(Cl)c2)CC(O)=C1C=NCCCO (configuration not stated) | -15 | -6 | 1 | 105 | 15 | -0.5 | -1.2 | 1.4 | -3 | 99
CN(C)c1ccc(/C=N/NC(=O)c2ccc(Cn3cc(Br)cn3)o2)cc1 | 4 | 32 | -40 | 112 | -4 | -0.2 | -0.6 | 1.7 | -8 | 135*
Cc1cc(-n2c(=O)c(C#N)cc3c(=O)n4ccccc4nc32)no1 | -16 | -3 | -1 | 97 | 16 | -0.3 | 0.1 | 1.1 | 8 | 100
Brc1ccc(-c2nc3ncccn3c2NC2CCCCC2)o1 | . | -5 | -6 | 91 | . | -0.4 | 0.7 | 0.92 | 11 | 108
CC(C)C12CN3CC(C(C)C)(CN(C1)C3c1ccco1)C2=O (configuration not stated) | -4 | -3 | -4 | 98 | 4 | -0.1 | -0.5 | 1 | 6 | 103
NS(=O)(=O)c1ccc(CCNC(=S)Nc2ccc(F)cc2)cc1 | -7 | -3 | 9 | 88 | 7 | 0.0 | 0.5 | 0.96 | 20 | 91
Cc1nc(NC(CC(C)C)C(=O)O)c2nc(C)oc2n1 (configuration not stated) | -22 | 3 | -3 | 101 | 21 | 0.2 | 0.0 | 1.2 | 1 | 103
Cc1ccc(S(=O)(=O)Cc2ccc(C(=O)NCc3cccs3)o2)cc1 | 15 | 0 | 7 | 98 | -15 | 0.6 | 1.4 | 1 | 6 | 94
CC(NCc1ccc(N(C)C)cc1)C1CC2CCC1C2 (configuration not stated) | 6 | -3 | 5 | 100 | -6 | 1.0 | -0.7 | 1 | 0 | 92
O=C(COc1ccc(Cl)cc1Cl)Nn1c(=S)[nH]c2ncccc2c1=O | 10 | -4 | -4 | 97 | -10 | -0.4 | 0.8 | 1 | 2 | 104
O=C(COC(=O)Cc1ccsc1)Nc1ccc(S(=O)(=O)N2CCOCC2)cc1 | 6 | -3 | 12 | 94 | -6 | -0.6 | 4.4 | 1 | 4 | 89
O=C1OC(=O)C2C1[C@@H]1CC[C@H]2O1 (some centres not stated) | -2 | -1 | -8 | 103 | 3 | -0.3 | -0.4 | 0.79 | -1 | 107
Cc1ccc(S(=O)(=O)/C(C#N)=C/c2c[nH]c3ccccc23)cc1 | -11 | -7 | 17 | 125 | 11 | -0.3 | 5.5 | 1.4 | -33 | 84
CSC(=NC#N)N1CCN(c2ccccn2)CC1 | 1 | -7 | 6 | 90 | -1 | -0.3 | 1.0 | 1.2 | 21 | 93
